# High-throughput results: PubChem, National Center for Advancing Translational Sciences (NCATS)
# Menin MLL FP TR = displaces Texas Red mutant MLL peptide from human menin; O00255; Menin + Texas Red MLL mutant peptide, fluorescence polarization; Potency, µM (highest dose often 61.6 µM), for the others: at the highest dose FP activity change, negative = inhibition, most hits filed as inhibitors; 0.23% of 270,000 active; active means well fitted inhibition curve with a large enough effect in the polarisation, with a control signal flat, not every such curve was filed as active; inconclusive means small, poorly fitted or top-dose-only effect, or effect the other way, or a change in a side signal; inactive means no such curve, though single readings can be large or run the other way; the % refers to the polarisation; further: % of control where 0% means no effect; many of its hits are not listed in these tables
# Gal4-VP16 FLuc = inhibits Gal4-VP16 luciferase reporter, ROR gamma counter-screen; Drosophila S2 Gal4-VP16 UAS-luciferase, luminescence, 20 h; Potency, µM (series often up to 53.6 µM), without a hit: at the highest dose activity, negative = inhibition, usual class: inhibitors; 3.5% of 310,000 active; AID 2546;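 further: Gal4-VP16 expression switched on by copper sulfate through the metallothionein promoter; on the % scale 0 is the no-effect control and ±100 the full control effect; nearly all actives have a fitted effect of over 50% in size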
# RORgamma inh = ROR gamma (mouse) transcription inhibition; AID 2551; 5.4% of 310,000 active; Potency, µM (doses to about 53.6 µM), inactives show top-dose activity change, negative = inhibition, hits mostly inhibitors; Drosophila S2 Gal4-RORgamma UAS-luciferase reporter, 20 h; P51450; further: on the % scale 0 is the no-effect control and ±100 the full control effect; nearly all actives have a fitted effect of over 60% in size
# Target sequence (P51450 whole entry, looked up, the tested form may be a part): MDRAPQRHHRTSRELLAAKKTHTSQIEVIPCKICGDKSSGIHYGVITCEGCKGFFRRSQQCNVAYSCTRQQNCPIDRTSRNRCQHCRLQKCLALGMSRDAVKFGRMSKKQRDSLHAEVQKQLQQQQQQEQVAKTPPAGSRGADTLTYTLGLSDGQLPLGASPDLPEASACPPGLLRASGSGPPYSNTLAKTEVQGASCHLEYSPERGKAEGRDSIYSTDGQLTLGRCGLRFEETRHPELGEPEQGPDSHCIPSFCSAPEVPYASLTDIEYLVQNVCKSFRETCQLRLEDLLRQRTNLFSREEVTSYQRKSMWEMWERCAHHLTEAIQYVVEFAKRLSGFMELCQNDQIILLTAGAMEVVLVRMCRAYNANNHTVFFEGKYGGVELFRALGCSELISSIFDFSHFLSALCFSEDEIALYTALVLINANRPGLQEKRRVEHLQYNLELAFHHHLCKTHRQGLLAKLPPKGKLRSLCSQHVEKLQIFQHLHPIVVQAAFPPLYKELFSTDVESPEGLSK
#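 In this cell-based reporter format, copper sulfate (700 uM final) drives Gal4–ROR gamma fusion expression from a metallothionein promoter in Drosophila Schneider cells; compounds preincubated 1 hr, reporter read after 20 hr at ambient temperature.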
# Numbers without * were called inactive; ? = inconclusive; & = joins results of further samples; [ ] = another dose, or the depositor's remark. Unless noted, the call rests on the fitted dose curve; in most records, active means well fitted curve in the direction sought with a large enough effect; inconclusive means small, poorly fitted or top-dose-only effect, or another doubt; inactive means no such curve, though single readings can be large; an effect the other way counts as inactive or inconclusive. Potency means the concentration at half of the fitted maximal effect. Not all compounds are listed; count on the stated rates, not on these rows.
SMILES,Menin MLL FP TR,Gal4-VP16 FLuc,RORgamma inh
COCCn1c(=O)c(-c2ccc(Cl)cc2)nc2cnc(Nc3ccccc3)nc21,17%,-4%,7%
CC1CC[C@]2(CO)CC[C@]3(C)C(=CCC4[C@@]5(C)CCC(O)C(C)(C)C5CC[C@@]43C)C2C1C (some centres not stated),-9%,6%,12%
C/C(CCN1CCc2nc(-c3ccccc3)c(-c3ccccc3)cc2C1)=N\O[C@@H](C)CN1CCCCc2nc(C)c(C)cc21,-24%[11.7 µM],-1%[10 µM],-13%[10 µM]
C[C@]12C=CC(=O)C=C1CCC1C2C(=O)C[C@]2(C)C1CC[C@]2(O)C(=O)CO (some centres not stated),1%,1%,10%
O=S(=O)(c1ccccc1)N1CCC2(CC1)CN(c1ncccn1)C2,10%,9%,-17%
CCC(C)C1NC(=O)C(Cc2ccc(O)cc2)NC(=O)C(N)CSSCC(C(=O)N2CCCC2C(=O)NC(CC(C)C)C(=O)NCC(N)=O)NC(=O)C(CC(N)=O)NC(=O)C(CCC(N)=O)NC1=O (configuration not stated),-2%&-5%,10%&-3%,1%&-17%
COC(=O)[C@H]1C(OC)[C@@H](OC(=O)c2cc(OC)c(OC)c(OC)c2)C[C@@H]2CN3CCc4c([nH]c5cc(OC)ccc45)[C@H]3C[C@H]21 (some centres not stated),-25%,-6%,-34%
CO[C@@H]1COC(=O)C/C=C\[C@H](C)[C@H](OC)COC(=O)[C@H](C)NC(=O)C/C=C\[C@H]1C,10%[11.7 µM],2%[10 µM],1%[10 µM]
CC(C)(C)c1ccc(N2C[C@@H](COc3ccc(C(=O)O)cc3)CC2=O)cc1,20%,-7%,0%
COc1cccc(Cn2c(=O)c(C)nc3cnc(N4CCNCC4)nc32)c1,-12%,-9%,-34%
CC(C)[C@@H](OCc1ccccc1)[C@H](C)/C=N\O[C@@H](C)c1cn([C@@H]2COC[C@@H]2O)nn1,1%[11.7 µM],-2%[10 µM],14%[10 µM]
N#Cc1ccc(CN2CCCC3(CCN(C(=O)c4cc(C(F)(F)F)cc(C(F)(F)F)c4)CC3)C2)cc1,?,6%,-15%

# Just RORgamma inh and Menin MLL FP TR, for some of the entries so far:
mol | RORgamma inh | Menin MLL FP TR
CC(C)(C)c1ccc(N2C[C@@H](COc3ccc(C(=O)O)cc3)CC2=O)cc1 | 0% | 20%
CC(C)[C@@H](OCc1ccccc1)[C@H](C)/C=N\O[C@@H](C)c1cn([C@@H]2COC[C@@H]2O)nn1 | 14%[10 µM] | 1%[11.7 µM]
COCCn1c(=O)c(-c2ccc(Cl)cc2)nc2cnc(Nc3ccccc3)nc21 | 7% | 17%

# Back to the main list, starting 6 compounds before the break.
SMILES,Menin MLL FP TR,Gal4-VP16 FLuc,RORgamma inh
COC(=O)[C@H]1C(OC)[C@@H](OC(=O)c2cc(OC)c(OC)c(OC)c2)C[C@@H]2CN3CCc4c([nH]c5cc(OC)ccc45)[C@H]3C[C@H]21 (some centres not stated),-25%,-6%,-34%
CO[C@@H]1COC(=O)C/C=C\[C@H](C)[C@H](OC)COC(=O)[C@H](C)NC(=O)C/C=C\[C@H]1C,10%[11.7 µM],2%[10 µM],1%[10 µM]
CC(C)(C)c1ccc(N2C[C@@H](COc3ccc(C(=O)O)cc3)CC2=O)cc1,20%,-7%,0%
COc1cccc(Cn2c(=O)c(C)nc3cnc(N4CCNCC4)nc32)c1,-12%,-9%,-34%
CC(C)[C@@H](OCc1ccccc1)[C@H](C)/C=N\O[C@@H](C)c1cn([C@@H]2COC[C@@H]2O)nn1,1%[11.7 µM],-2%[10 µM],14%[10 µM]
N#Cc1ccc(CN2CCCC3(CCN(C(=O)c4cc(C(F)(F)F)cc(C(F)(F)F)c4)CC3)C2)cc1,?,6%,-15%
C=CC1=C[C@@H](O)C2OC2C12OCCCO2 (some centres not stated),2%[11.7 µM],-6%[10 µM],10%[10 µM]
CC1CCC2C(=O)N3C(CCC(C)C3c3ccc(-c4ccco4)cc3)C(=O)N2C1c1ccc(-c2ccco2)cc1 (configuration not stated),-19%[11.7 µM],5%[10 µM],4%[10 µM]
Cc1cc(C(=O)NCCc2ccc(S(=O)(=O)NC(=O)NN3CCCCCC3)cc2)no1,14%,8%,-1%
CC(C)OC(=O)c1cc2c(OC[C@@H](O)CNC(C)(C)C)cccc2[nH]1,1%[24.8 µM],3%,4%
CCOC(=O)OCC1OC(CCc2ccccc2)CCC1Oc1ccc(OC)cc1 (configuration not stated),5%[11.7 µM],4%[10 µM],0%[10 µM]
O=Cc1c2[nH]c3ccccc3c2cc2[nH]c3ccccc3c12,?,17%,-14%
CC(=O)Nc1ccn(C2CC3OCC(NC(=O)C(Cc4ccccc4)NC(=O)OC(C)(C)C)C3O2)c(=O)n1 (configuration not stated),-19%,12%,10%
CC1(C)C(OC(=O)CCC(=O)O)CC[C@]2(C)C1CC[C@@]1(C)C2C(=O)C=C2[C@@H]3C[C@@](C)(C(=O)O)CC[C@]3(C)CCC21C (some centres not stated),4%,0%,-24%
Cn1cccc1C(=O)N1CCC2(CCCN(C(=O)Nc3cccc(F)c3)C2)CC1,7%,13%,-14%
O=C(c1ccccc1)C1O[C@H]1c1ccccc1 (some centres not stated),-2%,5%,0%
CC[C@H](C)[C@H](N)C(=O)N[C@@H](CC(N)=O)C(=O)N1CCC[C@H]1C(=O)N[C@H](C(=O)N[C@@H](Cc1ccc(O)cc1)C(=O)N[C@@H](CCCN=C(N)N)C(=O)N[C@@H](CC(C)C)C(=O)N[C@@H](CCCN=C(N)N)C(=O)N[C@@H](Cc1ccc(O)cc1)C(N)=O)[C@@H](C)CC,5%,3%,-18%
COc1ccc2c(c1)OC/C(=C/c1ccc(OC)c(OC)c1)C2=O,13%,?,?
O=c1[nH]cnc2nc[nH]c12,3%,-10%,-5%
COc1c2ccoc2nc2c(OC)c(OC[C@H](O)C(C)(C)O)ccc12,-9%[24.8 µM],5%[17 µM],-6%[16.9 µM]
CCN1C(=O)[C@H]2[C@H]3[C@H](O)[C@H](O)C/C(=N/OC[C@@H](O)[C@H]4O[C@H]5OC(C)(C)O[C@H]5[C@@H]4O)[C@@H]3CC[C@@H]2C1=O,14%[11.7 µM],-5%[10 µM],-12%[10 µM]
COc1ccc2c(c1)O[C@@H](c1ccc3c(c1)OCO3)[C@H](OC(=O)NCCc1ccc(OC)c(OC)c1)C2=O,-18%,4%,-16%
CCOC(=O)n1ccn(C)c1=S,-1%,0%,-25%
C=CC(C)(C)c1[nH]c2ccccc2c1C1=C(O)C(=O)C(c2c[nH]c3c(CC=C(C)C)cccc23)=C(O)C1=O,?,?,3%
COc1ccc(NC(=O)N2CCC3(CC2)CCN(C(=O)c2ccco2)CC3)cc1,3%,15%,1%
COC(=O)C1=C[C@@H](C(=O)OC)C2C3=C(C(=O)[C@@]2(C)NC(=O)c2ccccc2)[C@H](c2ccccc2)[C@@H]2C(=O)N(c4ccccc4)C(=O)[C@@H]2[C@@H]3C1 (some centres not stated),6%,0%,-9%
COCCNC(=O)C1(C(F)(F)F)C/C(=C\Cc2ccccc2)CCCO1 (configuration not stated),-16%,?,-37%
Cc1nc2cnc(N3CCNCC3)nc2n(-c2ccccc2)c1=O,-5%,8%,-9%
COc1ccccc1CNc1ncnc2ccc(-c3cccc(C#N)c3)cc12,13%,0%,?
COc1ccc(Nc2ncnc3ccc(OC)cc23)cc1,9%,-2%,22%

# 3 records picked at random from those above, as already listed:
SMILES,Menin MLL FP TR,Gal4-VP16 FLuc,RORgamma inh
C=CC(C)(C)c1[nH]c2ccccc2c1C1=C(O)C(=O)C(c2c[nH]c3c(CC=C(C)C)cccc23)=C(O)C1=O,?,?,3%
Cc1nc2cnc(N3CCNCC3)nc2n(-c2ccccc2)c1=O,-5%,8%,-9%
COC(=O)C1=C[C@@H](C(=O)OC)C2C3=C(C(=O)[C@@]2(C)NC(=O)c2ccccc2)[C@H](c2ccccc2)[C@@H]2C(=O)N(c4ccccc4)C(=O)[C@@H]2[C@@H]3C1 (some centres not stated),6%,0%,-9%

# New compounds follow
SMILES,Menin MLL FP TR,Gal4-VP16 FLuc,RORgamma inh
OC1OC[C@H](O)[C@@H](O)[C@H]1O (some centres not stated),6%,0%,3%
COc1cc(/C=C/C(=O)N2CCCCC2=O)cc(OC)c1OC,-1%[24.8 µM],7.9µM*,7.1µM*
COCCn1c(=O)c(-c2cccc(C#N)c2)nc2cnc(N3CCOCC3)nc21,-16%,9%,-8%
COc1cccc(-c2ccc3ncnc(N4CCOCC4)c3c2)c1,?,-3%,19%
CN(C)c1ccc(-c2cncnc2-n2ccnc2)cc1,?,-19%,-27%
N#CCCn1c(=O)c(CCc2ccccc2)nc2cnc(N3CCOCC3)nc21,40µM*,3%,2%
O=C1c2ccccc2C(Cc2ccncc2)(Cc2ccncc2)c2ccccc21,5%[24.8 µM],3%,9%
O=c1c(-c2cccs2)nc2cnc(N3CCOCC3)nc2n1Cc1cccs1,-1%,2%,15%
C=C(C)C(=O)c1ccc(F)cc1,-4%,-7%,3%
COC(=O)[C@H]1O[C@@H](c2cc(OC)c(C)c(OC)c2O)[C@H](C)[C@@H](O)[C@H]1C,-18%,-8%,-11%
CO[C@H]1/C=C/O[C@@]2(C)Oc3c(C)c(O)c4c(O)c(c(/C=N\N5CCN(C6CCCC6)CC5)c(O)c4c3C2=O)NC(=O)/C(C)=C\C=C\[C@H](C)[C@H](O)[C@@H](C)[C@@H](O)[C@@H](C)[C@H](OC(C)=O)[C@@H]1C,?,-19%,3%
C[C@@H]1C[C@](C)(C(=O)c2ccc3c(c2)OCO3)C=C1c1ccc2c(c1)OCO2,12%,-3%,-6%
CO/N=C\[C@@H](NS(=O)(=O)c1ccc(C)cc1)[C@H](C)/C=C\CC(=O)OC,15%[11.7 µM],8%[10 µM],8%[10 µM]
COc1ccc(COC(=O)N/N=C2/C[C@@H](O)[C@@H](O)[C@@H]3[C@@H]4C(=O)N(C(C)(C)C)C(=O)[C@H]4CC[C@H]23)cc1,-10%[11.7 µM],4%[10 µM],-11%[10 µM]
C=Cc1ccc([C@H]2N[C@@H](C(=O)O)CC[C@@H]2C)cc1,10%[11.7 µM],-4%[10 µM],11%[10 µM]
C[C@H](N)C(=O)O,4%[24.8 µM],12%,10%
CC(C)(C)CC(C)(C)c1cc(Cc2cc(C(C)(C)CC(C)(C)C)cc(-n3nc4ccccc4n3)c2O)c(O)c(-n2nc3ccccc3n2)c1,0%,-14%,2%
COc1cc2c(cc1OC)OC(C)(C)C=C2,-11%,6%,12%
CCCCCCCCCCCCCCCC(=O)C(F)(F)F,2%[24.8 µM],-5%,-1%
O=[N+]([O-])O[C@H]1CO[C@H]2[C@@H]1OC[C@H]2O,2%,-3%,9%
CN(C)c1ccc(-c2ccc3ncnc(-n4ccnc4)c3c2)cc1,?,13µM*,7.1µM*
c1ccc(-c2csc(-c3nc4ccccc4[nH]3)n2)cc1,?,-20%,?
C=CCOC(=O)C1(C(NC(=O)OC)c2ccccc2)C(=O)Cc2ccccc21 (configuration not stated),-4%,-3%,-9%
O=S(=O)(c1ccccc1)N1CCC2(CCCN(c3ccncc3)C2)CC1,-14%,?,43%
